Source: PubChem BioAssay (several laboratories)
hcDAF12 agonist = activators of H. contortus DAF-12 nuclear receptor. HEK293 hcDAF-12 lit1-tk-luc reporter, luminescence; 0% DMSO, 100% Δ7-dafachronic acid. activation, % at 6.8 µM. 1.4% of 370,000 active. AID 652067;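 active = activation above the mean of all tested compounds plus 3 SD, cut at about 5.5% in these data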;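 also: 100% = response to 3 µM Δ7-dafachronic acid high control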
hgDAF-12 ag = activates the H. glycines DAF-12 receptor ligand-binding domain; HEK293 GAL4-hgDAF12 UAS-luciferase reporter, agonist luminescence; normalized to butyrate control; activation, % at 6.8 µM; 1.8% of 370,000 active; AID 687014;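 active = activation above a cutoff set at the mean of all screened compounds plus 3 SD, cut at about 10% in these data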;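 also: 0% = DMSO wells and 100% = sodium butyrate wells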
NR1D1 modulator = modulators of human Rev-erb alpha DNA binding; Rev-erbα–FITC-DNA binding, fluorescence polarization, 90 min; activity, % at 10 µM; 0.79% of 370,000 active; P20393;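 active = activity above about 14%, limit read from the data; passing the limit was not always enough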;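 also: 0% = DMSO wells with 35 nM protein and 100% = DMSO wells with 750 nM protein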
ssDAF12 agonist = S. stercoralis DAF-12 activation, primary screen; HEK293 ssDAF-12/GRIP1 lit1-tk-luc reporter, luminescence; % of 3 µM dafachronic acid response; activation, % at 6.8 µM; 1% of 370,000 active; AID 652126;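 active = activation above the mean over all tested compounds plus 3 SD, cut at about 0.9% in these data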;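 also: 0% = DMSO-only wells and 100% = 3 µM delta7-dafachronic acid wells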
PLCg1 inh = blocks human PLC-gamma1 enzyme activity; P19174; purified PLC-gamma1, fluorogenic substrate, fluorescence; inhibition, % at 12.2 µM; 0.84% of 370,000 active; in the data active = inhibition above about 9.5%
SMARCA2 act = activators of SMARCA2 function; MG213 cells, MMTV-luciferase reporter, dexamethasone, overnight; AID 652017; 1% of 370,000 active; activation, % at 9.1 µM; in the data active = activation above about 7.8%;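 also: 0% = vehicle wells and 100% = reference activator wells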
DAX1 inh-1 = inhibits human nuclear receptor DAX1. AID 504766. inhibition, % at 6.75 µM. P51843. HEK293 Gal4-DAX1 luciferase reporter, luminescence. 0.99% of 340,000 active;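 active = inhibition above the mean over all tested compounds plus 3 SD, cut at about 4.2% in these data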;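 also: 0% = DAX1-transfected cells with DMSO and 100% = empty-vector control cells with DMSO; inhibition shows as a rise in luminescence from relieved DAX1 repression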
Target sequence (P51843 207-470 limits assumed): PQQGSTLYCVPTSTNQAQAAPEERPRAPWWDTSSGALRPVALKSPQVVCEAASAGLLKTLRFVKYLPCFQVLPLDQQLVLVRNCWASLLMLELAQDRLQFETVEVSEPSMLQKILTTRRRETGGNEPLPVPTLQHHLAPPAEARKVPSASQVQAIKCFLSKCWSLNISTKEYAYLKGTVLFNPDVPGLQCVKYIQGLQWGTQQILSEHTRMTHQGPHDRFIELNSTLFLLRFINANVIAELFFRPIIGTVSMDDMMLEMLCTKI
ADAM17 inh = ADAM17 inhibition, QFRET primary screen | 0.83% of 370,000 active | AID 720648 | inhibition, % at 6.95 µM | recombinant ADAM17, EDANS/DABCYL FRET peptide cleavage | P78536;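 active = inhibition above the mean of compounds lying between control limits plus 3 SD, set per campaign, cut at about 8.5% in these data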;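 also: 0% = DMSO-only wells as the low control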
Target sequence (P78536 215-824 limits assumed): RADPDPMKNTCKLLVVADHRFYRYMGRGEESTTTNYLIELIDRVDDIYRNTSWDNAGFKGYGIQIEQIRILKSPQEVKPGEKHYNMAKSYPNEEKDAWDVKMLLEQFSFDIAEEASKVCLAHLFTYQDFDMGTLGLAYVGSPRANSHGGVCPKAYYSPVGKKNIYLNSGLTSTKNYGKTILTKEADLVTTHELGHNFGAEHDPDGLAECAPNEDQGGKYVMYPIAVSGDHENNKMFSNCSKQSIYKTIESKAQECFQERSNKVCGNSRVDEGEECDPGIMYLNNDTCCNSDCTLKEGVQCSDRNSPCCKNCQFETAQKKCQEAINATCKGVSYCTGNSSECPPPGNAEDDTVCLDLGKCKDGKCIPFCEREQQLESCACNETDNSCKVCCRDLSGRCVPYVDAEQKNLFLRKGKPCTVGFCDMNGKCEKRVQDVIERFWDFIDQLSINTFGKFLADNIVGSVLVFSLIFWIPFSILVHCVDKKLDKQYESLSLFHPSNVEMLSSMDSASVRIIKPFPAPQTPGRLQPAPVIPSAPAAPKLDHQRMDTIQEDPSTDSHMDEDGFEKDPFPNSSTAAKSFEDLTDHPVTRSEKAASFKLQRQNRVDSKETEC
PLCb3 inh = inhibitors of human phospholipase C beta3 | Purified PLC-beta3, fluorogenic substrate, fluorescence | AID 720704 | inhibition, % at 12.2 µM | Q01970 | 0.18% of 370,000 active; in the data active = inhibition above about 11%;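 also: 0% = median of compound wells on plate and 100% = full blocker control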
MBD2 DNA inh = MBD2-methylated oligo binding inhibition | Q9UBB5 | TR-FRET, MBD2 binding to methylated oligonucleotide | inhibition, % at 4.4 µM | 0.31% of 370,000 active | AID 686964; in the data active = inhibition above about 13%
DAX1 inh-2 = inhibitors of DAX1 repression of SF-1 activated StAR promoter | AID 652010 | 1.1% of 370,000 active | HEK293T StAR-luciferase reporter, SF-1/DAX-1 repression relief | inhibition, % at 6.8 µM;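 active = inhibition above the mean over all tested compounds plus 3 SD, cut at about 3.6% in these data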;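 also: 0% = DAX-1 cells with DMSO and 100% = cells lacking DAX-1 with DMSO; higher inhibition means more luminescence from relief of DAX-1 repression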
* marks the source's active call; other numbers are inactive results; . = no result given.

SMILES	hcDAF12 agonist	hgDAF-12 ag	NR1D1 modulator	ssDAF12 agonist	PLCg1 inh	SMARCA2 act	DAX1 inh-1	ADAM17 inh	PLCb3 inh	MBD2 DNA inh	DAX1 inh-2
CCOc1ccc(NC(=O)C2CCCN(S(C)(=O)=O)C2)cc1 (stereo not drawn)	-0.6	0.3	0	-0.8	-2	-1	-0.1	-1	-3	0	-0.2
Cc1nc(SCC(=O)Nc2sccc2C(N)=O)c2c(C)c(C)sc2n1	-1.6	-1.9	-5	-1.9	-4	-2	0.6	0	-4	2	-0.9
CCCCOC(=O)C1=C(C)Nc2ncnn2C1c1cccc(OC)c1OC (stereo not drawn)	1.2	-2.4	-5	-1.9	2	-2	0.5	0	1	3	-0.7
COc1ccc(CCNC(=O)[C@H](C)N2C(=O)N3CCc4c([nH]c5ccccc45)[C@@]3(C)C2=O)cc1OC	-3.1	-0.2	-6	-1.7	7	-2	1.4	2	3	-5	-1.7
COC(=O)c1ccc(N2C(=O)CC(SCC(=O)Nc3ccc(OC)cc3)C2=O)cc1 (stereo not drawn)	-2.1	-1.4	-2	-1.9	1	-3	1.3	2	-6	-3	1.4
COc1ccc(CC(NC(C)=O)C(=O)NC2CCN(C(=O)c3cccc(Cl)c3)CC2)cc1OC (stereo not drawn)	-0.6	-2.4	0	-1.4	2	1	0.8	0	-2	-5	-0.2
COc1ccc(Nc2nc(Cl)nc(N3CCN(c4ccc(OC)cc4)CC3)n2)cc1	-0.1	4.0	-2	-1.7	0	-1	.	0	-4	1	0.2
CCN(C(=O)CSc1nnc(-c2cccs2)n1CC)C1CCS(=O)(=O)C1 (stereo not drawn)	-0.4	-2.4	-1	-1.8	1	2	-0.2	-2	-3	-3	0.2
CCC(=O)Nc1ccc2c(c1)C(=O)N(C)[C@@H]1CC[C@@H](CC(=O)NCCc3ccccc3)O[C@H]1CO2	0.8	0.9	15	-0.6	1	-2	.	-4	1	-2	0.2
O=C1N[C@H](Cc2ccccc2)CO1	-0.2	2.5	-2	-0.9	-1	-1	0.6	-2	2	4	-0.3
CCN(CC)S(=O)(=O)N1CCC(C(=O)NC2CCCc3ccccc32)CC1 (stereo not drawn)	-2.2	-1.0	0	-1.1	1	-1	-0.3	-4	-1	1	-0.5
CC(=O)n1nc(-c2cccnc2)nc1N	-0.9	-0.4	2	-2.0	5	-3	1.6	2	-1	-4	-0.3
COc1ccc(-n2c(=O)cc(N3CCN(c4ccccc4F)CC3)[nH]c2=O)cc1	-1.4	-0.1	1	-1.3	-2	-1	-0.8	-4	2	5	0.7
CCn1c(=O)c([N+](=O)[O-])c(NCc2ccc3c(c2)OCO3)c2ccccc21	0.5	-3.0	-3	-1.4	-3	-1	0.0	-1	-12	0	-0.4
COc1cccc(CCOC(=O)c2c(-c3ccsc3)oc3c2C(OC(C)=O)CCC3)c1 (stereo not drawn)	1.7	4.7	2	-1.0	-2	4	.	-3	-13	-4	0.4
Cc1cc(C)c2cc(C(=O)N(C)C3CCN(C)CC3)[nH]c2c1	0.8	-0.7	-6	-0.1	0	-1	-0.1	1	-7	-5	-0.2
CCC(CC)C(=O)Nc1cccc(/C(C)=N/NC(=O)c2ccccc2Cl)c1	-0.7	0.2	-6	-1.3	4	-2	1.8	-2	1	3	-0.4
CCn1c(SCC(=O)N2CCCCC2C)nc2ccsc2c1=O (stereo not drawn)	0.5	0.8	-10	-2.1	0	-2	-0.7	3	2	3	-0.2
O=S1(=O)c2ccc(Br)cc2OC[C@@H](Cc2ccccc2)N1Cc1cn(Cc2ccccc2)nn1	0.1	-0.5	9	-1.8	3	-5	.	-1	-1	2	0.7
CNC(=O)C(=O)NCCN1CCN(C(=O)c2ccc([N+](=O)[O-])cc2)CC1	-1.2	-1.9	-3	-1.1	2	-2	-0.4	-3	3	6	-0.1
COc1ccc(Nc2nc(N)nc(CSc3n[nH]c(-c4ccccc4)n3)n2)cc1	0.8	-0.6	5	-1.6	3	-1	0.4	0	1	-5	-0.3
CCOc1ccc(CNc2nc3ccccc3n2CCN2CCOCC2)cc1	-1.8	-3.4	3	-1.3	9	-1	-0.9	6	8	-4	0.5
O=C(Nc1ccc(NC(=O)c2ccco2)nc1)c1ccccn1	5.1	10	0	0.1	0	1	1.1	-1	0	4	3.2
O=c1c2cnn(-c3ccccc3)c2ncn1Cc1ccco1	-0.5	-1.1	2	-0.6	2	1	-1.0	-8	0	2	-0.7
CCCOc1ccc(N2CC(C(=O)NC3=NCCS3)CC2=O)cc1 (stereo not drawn)	-1.0	-0.6	3	-1.6	0	-3	0.2	-2	-5	3	-0.2
Further results follow.
SMILES	hcDAF12 agonist	hgDAF-12 ag	NR1D1 modulator	ssDAF12 agonist	PLCg1 inh	SMARCA2 act	DAX1 inh-1	ADAM17 inh	PLCb3 inh	MBD2 DNA inh	DAX1 inh-2
CCn1nc(C)cc1C(=O)Sc1ccc(Cl)cc1Cl	-1.8	-0.3	-6	-1.7	4	-7	0.6	-7	8	-1	0.0
CCC(=O)Nc1ccc(S(=O)(=O)Nc2ncccn2)cc1	-0.5	1.5	-3	-1.2	-3	2	2.2	-1	-3	1	-0.4
C/C(CC(=O)NC1CCCC1)=N\NC(=O)C1CCCCC1	0.2	-1.0	-4	-0.6	1	-5	-1.2	-5	-1	1	0.1
CCCCCCCn1c2c(c(=N)c3ccccc31)CCC2	-4.6	-12	0	-3.0	2	-10	-6.3	-9	-2	-1	-4.5
COc1ccc(C(=O)Nc2ccccc2)cc1NC(=O)c1ccc([N+](=O)[O-])cc1	-1.6	-1.3	7	-1.6	3	0	-1.2	1	-3	-1	-0.5
O=C(NCc1cccnc1)c1cc(C2CCCN(C(=O)c3cccc(O)c3)C2)on1 (stereo not drawn)	-1.0	-0.1	0	-0.9	1	-6	.	-3	-9	6	-0.5
CCn1c(SCC(=O)N2CCN(c3ccc(F)cc3)CC2)nnc1-c1ccncc1	-0.5	-1.8	5	-1.2	3	-3	-1.0	-5	5	4	-0.5
O=C(COc1cc(Cl)ccc1Cl)Nc1nnc(CC(=O)N2CCOCC2)s1	-0.9	-2.1	-3	-0.7	1	-1	0.3	-4	0	1	0.1
COc1ccc(CCNc2ncccc2C#N)cc1OC	3.1	9.1	2	-0.6	-1	10*	1.9	0	-7	0	0.7
COC(=O)CSc1nc2c(c(=O)n(C)c(=O)n2C)n1CCCc1ccccc1	-0.6	1.5	-8	-0.9	1	1	0.2	-2	1	3	0.0
CC(Oc1cccnc1[N+](=O)[O-])C(=O)N1CCc2ccccc21 (stereo not drawn)	-0.3	0.4	-12	-0.9	1	1	-1.4	-2	2	-4	-0.6
CNC(=S)N/N=C/c1cn(CCOc2ccc(OC)cc2)c2ccccc12	-1.9	-1.3	3	-1.5	2	0	-0.9	5	2	-5	-0.9
COc1ccc(S(=O)(=O)Nc2cc(OC)c(NC(=O)c3ccco3)cc2OC)cc1	-1.1	-2.6	-6	-1.5	1	-2	-0.7	8	-11	-12	-1.1
COc1ccc(OC)c(S(=O)(=O)n2ccnc2C)c1	-0.8	-0.6	5	-0.4	-1	1	-1.1	-2	0	0	0.2
CC(NC(=O)CN(C)S(=O)(=O)c1ccc(Br)s1)c1ccccc1 (stereo not drawn)	-2.3	0.2	-6	-1.4	2	-1	0.6	1	-4	2	-0.2
COC(=O)C1CCN(C(=O)NC2CCCCC2)CC1	-0.7	1.6	4	-0.7	3	-2	-0.2	-3	3	0	0.6
O=C(CN1C(=O)c2ccccc2S1(=O)=O)N1CCN(c2ccccc2F)CC1	0.3	1.8	3	-0.5	5	0	0.3	-3	-1	2	-0.4
CCCSc1nnc(N2C(=O)C(O)=C(C(=O)c3ccco3)C2c2ccccc2F)s1 (stereo not drawn)	0.7	1.7	1	-0.1	-117	0	-0.7	-5	-173	-11	-0.1
Cc1ccc(NC(=O)[C@H](NC(=O)[C@@H]2Cc3ccccc3CN2)c2ccccc2)c(C)c1	1.5	1.2	-1	-0.3	0	-3	0.6	-1	-7	3	-0.1
COc1ccc(-c2noc(CCC(=O)Nc3cc(Cl)c(OC)cc3OC)n2)cc1	-2.1	1.2	3	-1.0	-1	3	-0.2	1	2	-4	-0.5
NNC(=O)c1sc(-c2ccc(Cl)cc2)cc1N	0.9	10	6	-0.2	-64	2	1.6	-17	-89	-2	1.3
CCCOC(=S)N/C(=N\S(=O)(=O)c1ccccc1)c1ccccc1	-0.4	3.0	6	-0.2	-1	7.9*	0.3	-2	1	2	-0.1
CCOC(=O)C1=C(C)N(C)C(=S)NC1c1ccc(Cl)cc1 (stereo not drawn)	-1.4	-2.0	1	-1.6	1	0	-1.4	-3	1	2	-0.7
CC(=O)Nc1ccc(NC(=S)NC(=O)c2ccc([N+](=O)[O-])c(C)c2)cc1	0.7	-2.6	-3	-1.8	0	0	0.6	-3	0	0	-0.5
CSCCNC(=O)c1ccc2nc(Cc3ccccc3F)oc2c1	2.1	11*	-2	1.4*	-1	1	2.6	-8	-8	-4	1.0
Remaining list, next part.
SMILES	hcDAF12 agonist	hgDAF-12 ag	NR1D1 modulator	ssDAF12 agonist	PLCg1 inh	SMARCA2 act	DAX1 inh-1	ADAM17 inh	PLCb3 inh	MBD2 DNA inh	DAX1 inh-2
CCn1c(SCC(=O)NN=Cc2c(C)nn(-c3ccccc3)c2C)nnc1-c1ccc(OC)c(OC)c1	-1.2	-0.3	-8	-1.9	-2	-1	.	3	1	-1	-1.8
O=C(COC(=O)COc1ccc(Cl)cc1)NC1CCCCC1	-1.5	-2.4	1	-1.1	0	-2	-0.1	-1	2	0	-0.5
O=C1c2cc(O)c(O)cc2S(=O)(=O)C1c1ccccc1 (stereo not drawn)	-1.3	3.4	2	-0.9	6	0	0.5	6	10	2	0.0
Cc1csc(SCC(=O)N2CCCC2)n1	-0.4	1.0	-1	-1.5	2	0	-0.5	0	6	-5	0.1
CCOC(=O)c1c(C)[nH]c(C)c1C(=O)COC(=O)c1cccc(C)c1O	1.1	-5.6	5	-1.5	0	-5	-0.3	9.3*	-9	-3	0.4
N#CCCSCc1ccc(C(=O)O)o1	-1.0	2.8	-3	-1.0	4	6	0.9	0	6	-6	0.3
COc1ccc(Cl)cc1S(=O)(=O)N1CCN(C)CC1	0.1	-2.4	0	-1.1	0	2	3.5	0	2	-3	0.5
COc1cc(/C=C/C(=O)O)cc(S(=O)(=O)Nc2cccc(S(=O)(=O)N3CCOCC3)c2)c1OC	0.1	-0.2	-3	-2.0	-1	-3	0.7	-10	-11	-1	-0.1
Cc1csc(C(=O)NCC(=O)NNC(=O)c2cccc(Cl)c2)c1	-0.1	1.2	-3	-0.5	1	-2	0.0	-4	-3	5	-0.6
CCc1ccc(C(=O)NNC(=O)c2ccc(=O)n(C)n2)cc1	-2.5	-0.3	1	-0.5	1	-2	1.0	0	-3	-6	0.1
CCC(C(=O)NCCCc1ccccc1)c1ccccc1 (stereo not drawn)	0.1	-1.9	4	-0.3	4	6	0.5	3	6	1	-0.1
COc1ccc(C2=Nc3ccccc3N(C(=O)c3ccc(C)cc3)C2C(=O)NCc2ccccc2)cc1 (stereo not drawn)	2.2	1.1	2	-0.9	-172	2	.	4	-265	0	1.4
